ERK EGF block – qHTS Assay for Inhibitors of the ERK Signaling Pathway using a Homogeneous Screening Assay; Stimulation with EGF; HEK293-V1b, EGF-stimulated phospho-ERK AlphaScreen; Potency, µM (titrated, usually from 11.5 µM), inactives show at the highest dose activity change, negative = inhibition, most hits filed as inhibitors; 130,000 tested, 0.41% active; AID 1454, 2008; active = well fitted inhibition curve with a large enough effect; inconclusive = small, poorly fitted or top-dose-only effect, or effect the other way;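 note: plate controls were stimulated vehicle wells for no effect and unstimulated vehicle basal for full effect; nearly all actives have a fitted effect of over 55% in size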
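In this qHTS, HEK293 cells with stable type-1 vasopressin (V1b) receptor were exposed to compound at 37C for 30 min, stimulated 5 min with EGF at 25 nM, lysed, and probed for phospho-ERK by AlphaScreen.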
Starred values were filed as active, the others as inactive; ? = inconclusive; [ ] = remark or other dose. Potency is the fitted concentration of half-maximal effect. This is a subset; rates above refer to the full screens.

structure	ERK EGF block
COc1cc2c(cc1OC)C(c1cccc(C)c1)CC(=O)N2 (stereo not drawn)	2.0%
CC(C)(C)NC(=O)NC(=O)COC(=O)c1cc[n+]([O-])cc1	-7.9%
COC(=O)c1ccc(CNC(=O)CN(CCC(C)C)S(=O)(=O)c2ccc3c(c2)OCCO3)cc1	7.2%
O=C(COC(=O)CCC(=O)c1ccc(F)cc1)Nc1cccc(S(=O)(=O)N2CCCC2)c1	7.3%[57.5 µM]
Cc1cc(C(=O)N/N=C/c2cccn2C)n[nH]1	4.5%
CCCC1(C(=O)OCC)NC(c2ccco2)C2C(=O)N(C)C(=O)C21 (stereo not drawn)	1.1%
Cc1ccc(S(=O)(=O)CC(=O)N2CCOCC2)cc1	-11.4%
Cc1ccc(NN=C2c3ccccc3-c3ccccc32)cc1	-0.7%
CCCCNC(=O)CN1C(=O)NC(CCc2ccccc2)C1=O (stereo not drawn)	-5.3%
O=C1Nc2ccc3sc4ccccc4c3c2C1=O	-2.1%[57.5 µM]
CCN1C(=O)C(O)(CC(=O)C(C)(C)C)c2cc(Br)ccc21 (stereo not drawn)	-5.3%
COc1ccc(C(=O)NNC(=O)C(NC(=O)c2ccccc2NC(=O)c2ccco2)C(C)C)cc1 (stereo not drawn)	0.6%
COC(=O)C1=C(Nc2ccc(C)cc2)C=C(C)C(C(=O)OC)C1c1ccc(OC)cc1 (stereo not drawn)	0.9%
N#Cc1cc2c([nH]c1=O)CCCC2	-7.5%[57.5 µM]
Cn1cccc1/C=C(\C#N)C(N)=S	0.4%[57.5 µM]
O=C1NC(=O)/C(=C\c2ccc(N3CCOCC3)o2)N1	-1.5%
CCCc1nc2c([nH]1)c(=O)n(C)c(=O)n2C	7.6%[57.5 µM]
CCOC(=O)C1=C(CSc2nc3c(cc2C#N)CN(C)CC3)OC(N)=C(C#N)C1c1ccncc1 (stereo not drawn)	12.4%
CC(=O)C1(C)CC2(CC(C)(C)OC2=O)C(=O)O1 (stereo not drawn)	-0.1%
COC(=O)CNC(c1ccccc1)c1cc(Br)ccc1NC(C)=O (stereo not drawn)	-0.7%
Cc1cc(C)n(-c2n[nH]c(=O)c3ccccc23)n1	6.6%[57.5 µM]
COc1ccc(C(=O)Nc2ccc(S(=O)(=O)NC(C)(C)C)cc2)cc1[N+](=O)[O-]	2.1%
Clc1ccc2nc(-c3ccccc3)nc(C(Cl)Cl)c2c1	?
Cc1cc(C)n(-c2ccc(C(=O)NCc3ccc(F)cc3)cc2)n1	4.7%
O=C(/C=C/c1ccc(Cl)cc1Cl)N(Cc1ccccc1)C1CCS(=O)(=O)C1 (stereo not drawn)	?
COc1ccc(-c2nc3cnc(OC)nc3n(Cc3cccc(OC)c3)c2=O)cc1	-1.2%
COC(=O)CNC(=O)c1cccc(-c2ccc(OC)cc2)c1	?
CN(C)/C=N/N(C)c1ncccc1[N+](=O)[O-]	-8.2%[57.5 µM]
O=C(NCc1ccccc1)c1c[nH]c2cc3c(cc2c1=O)OCCO3	-3.3%
CCOC(=O)c1nnn(-c2nonc2N)c1CSc1nnc(N)s1	-8.9%

2 entries drawn at random from those above, as already listed:
structure	ERK EGF block
O=C(NCc1ccccc1)c1c[nH]c2cc3c(cc2c1=O)OCCO3	-3.3%
CN(C)/C=N/N(C)c1ncccc1[N+](=O)[O-]	-8.2%[57.5 µM]

Continued:
structure	ERK EGF block
N#CCCn1cc(C(=O)NCc2ccccc2)c(-c2cccs2)n1	-0.6%
Nc1nc(NCCN2CCOCC2)nc(NCc2ccccc2)c1[N+](=O)[O-]	7.0%[57.5 µM]
CC(C)C(=O)OCC(=O)NCc1ccccc1Cl	4.7%
COC(=O)CC1C(=O)NCCN1C(=O)CSc1nc2ccccc2s1 (stereo not drawn)	2.5%
CC(C)C(=O)Nc1ccccc1Cc1ccccc1	0.7%
CN1Cc2c(N)cccc2C(c2ccccc2)C1 (stereo not drawn)	?
COc1ccccc1Nc1ncc(C(=O)N2CCN(Cc3ccc(OC)c(OC)c3OC)CC2)c2ccccc12	0.4%
COC(=O)c1c(NC(=O)CN2CCN(c3cccc(Cl)c3)CC2)sc(C)c1C	0.7%
COc1ccc(CCN2C(=O)CC(Cc3cccc(C)c3)C2=O)cc1OC (stereo not drawn)	-1.4%
COc1ccccc1OCC(=O)Nc1ccc(-c2nnc(-c3ccco3)o2)cc1	-9.0%
CCCn1nc(C(=O)NC2CCCc3ccccc32)c2ccccc2c1=O (stereo not drawn)	-3.9%
O=C(Nc1nc2ccccc2[nH]1)c1ccc(S(=O)(=O)N2CCOCC2)cc1	?
CCc1ccc(S(=O)(=O)NCC(O)COc2ccc(OC)cc2)cc1 (stereo not drawn)	5.2%[57.5 µM]
COc1ccc(Br)cc1CNc1ccc(S(N)(=O)=O)cc1	-7.4%
COc1ccc(/C=N/Nc2ncnc3sc(C)c(C)c23)cc1	2.2%
CC1=NN2C(=N)/C(=C\c3cc(C)n(-c4ccc(C)cc4)c3C)C(=O)N=C2S1	3.4%[57.5 µM]
Cc1[nH]c2ccc(F)cc2c1CCN1C(=O)OC(C)(C)C1(C)O (stereo not drawn)	-15.4%[57.5 µM]
COC(=O)[C@@H]1C[C@@]2(O)[C@@H](O)[C@@H](O)[C@@H](O)C[C@H]2N1C/C=C/c1ccccc1	-0.3%
O=C(Cn1cc([N+](=O)[O-])cn1)Nc1nccs1	-12.2%
O=C(Nc1ccc2oc(=O)ccc2c1)c1ccc(-c2cccc(Cl)c2)o1	?
COC(=O)c1sc2ccccc2c1NC(=O)c1ccc(S(=O)(=O)N2CCCCC2C)cc1 (stereo not drawn)	0.7%
O=C(O)c1cc(Cl)c2c(c1)[C@@H]1C=CC[C@@H]1[C@H](c1ccc(S(=O)(=O)N3CCOCC3)cc1)N2	27.6%
COc1ccc2c(-c3ccccc3)cc(SC(C)C(N)=O)nc2c1 (stereo not drawn)	-0.2%[57.5 µM]
O=C1CC(c2ccccc2)CC(O)=C1C=NCCc1ccccc1 (stereo not drawn)	2.8%
Cc1ccc(OCC(=O)Nc2ccc(N3CCN(S(C)(=O)=O)CC3)cc2)c(C)c1	8.0%
COc1ccc(CC(=O)NNC(=O)c2cccnc2)cc1OC	6.0%
COc1ccc(N2CCCC2=N)c(OC)c1	-7.8%[57.5 µM]
COc1cccc(NC(=O)CN2C(=O)NC(C)(CC(C)C)C2=O)c1 (stereo not drawn)	-2.0%
C=CCn1c(C(C)NC(=O)c2ccc(C)cc2)n[nH]c1=S (stereo not drawn)	3.4%
[O-][n+]1c2c(nn1-c1ccccc1)/C(=N/O)CCC2	-3.4%

(further entries)
compound | ERK EGF block
CCN(CC)CCCCn1c(-c2ccccc2)nc2c(NC3CCCCC3)nc(C)nc21 | -3.2%
O=C(CCS(=O)(=O)c1cccs1)Nc1ccc(C(=O)NC2CCCC2)cc1 | 2.7%
Cc1nn(-c2ccccc2)c(C)c1/C=C/C(=O)OCC(=O)NC1CCS(=O)(=O)C1 (stereo not drawn) | 2.6%[57.5 µM]
Cc1ccc(C)c(NC(=S)NCCSc2ccc(Cl)cc2)c1 | -6.4%
CN1C(=O)CSc2ccc(NC(=O)N3CCN(c4ccccn4)CC3)cc21 | 4.3%
Cc1cc(C(=O)N2CCN(c3ccc([N+](=O)[O-])cc3)CC2)no1 | 1.3%
COc1cccc(N2CCN(C(=O)CSc3ccc(F)cc3)CC2)c1 | 9.8%
O=C(C1CCN(Cc2ccccc2)CC1)N1CCCC1 | 27.9%

Arranged by heavy-atom count (rising): part of the list above.
compound | ERK EGF block
[O-][n+]1c2c(nn1-c1ccccc1)/C(=N/O)CCC2 | -3.4%
O=C(C1CCN(Cc2ccccc2)CC1)N1CCCC1 | 27.9%
C=CCn1c(C(C)NC(=O)c2ccc(C)cc2)n[nH]c1=S (stereo not drawn) | 3.4%
Cc1ccc(C)c(NC(=S)NCCSc2ccc(Cl)cc2)c1 | -6.4%
Cc1cc(C(=O)N2CCN(c3ccc([N+](=O)[O-])cc3)CC2)no1 | 1.3%
COc1cccc(N2CCN(C(=O)CSc3ccc(F)cc3)CC2)c1 | 9.8%
O=C(CCS(=O)(=O)c1cccs1)Nc1ccc(C(=O)NC2CCCC2)cc1 | 2.7%

Continued.
compound | ERK EGF block
Oc1cccc(Nc2nc(O)c(/C=C3\C=Nc4ccccc43)s2)c1 | ?
Cc1cccc(-n2c(SCc3ccc([N+](=O)[O-])cc3)nnc2-c2c[nH]c3ccccc23)c1 | -4.0%
Cc1ccsc1/C=N/NC(=O)CN1CCN(S(=O)(=O)c2ccc(Br)cc2)CC1 | -1.9%
COc1cccc(NC(=S)NN=C2CCCCCC2)c1 | -1.4%
COC/C=C/C1=CC2=CC(=O)C(C)(OC(=O)c3cnc4ccccc4n3)C(=O)C2=CN1CCN1CCOCC1 (stereo not drawn) | -8.1%[57.5 µM]
CCSc1ncc(Cl)c(C(=O)Nc2cc(C)ccc2C)n1 | -0.6%[57.5 µM]
COC(=O)c1ccc(C(=O)NCCCCO)cc1 | -4.2%
CCc1ccc(NC(=O)/C(C#N)=C/c2cc3ccc(C)cc3nc2N2CCOCC2)cc1 | 2.7%

The results go on.
compound | ERK EGF block
S=C(Nc1ccc(Br)cc1)NC1CCCCC1 | -11.9%
NCCCCCC(=O)Nc1ccncc1 | 7.6%[57.5 µM]
O=C(Nc1ccccc1OC(F)F)C1CCCN1C(=O)c1cccs1 (stereo not drawn) | -0.2%
NC(=O)COC(=O)c1oc2ccccc2c1CSc1ccc(Cl)cc1 | 1.3%
Nc1ccc2nc(Cc3ccccc3)[nH]c2c1 | -5.1%[57.5 µM]
O=C(CCC(NC(=O)OCc1ccccc1)C(=O)OCc1ccccc1)NCC(=O)OCc1ccccc1 (stereo not drawn) | -0.6%
CCOC(=O)Cn1c2ccccc2n2nc(CCC(=O)O)c(=O)nc12 | 33.7%
O=C(CC1C(=O)NCCN1C(=O)Nc1ccccc1)Nc1cc(Cl)ccc1Cl (stereo not drawn) | -19.3%[57.5 µM]

Other results.
compound | ERK EGF block
Cc1cc(=O)[nH]c(N/N=C/c2cccs2)n1 | 12.0%
Cc1cccc(N2CCc3c2nc2ccc(Br)cc2c3N)c1 | -4.9%
COc1cc(/C=N/Nc2nc3ccccc3[nH]c2=O)ccc1O | -1.2%
CCn1c(=O)c(C(=O)NNS(=O)(=O)c2ccc(Cl)cc2)c(O)c2ccccc21 | -0.6%
Nc1ccc2c(c1)nnn2-c1ccccc1 | -0.4%[57.5 µM]
O=C(NCc1ccccc1Cl)C1CCCO1 (stereo not drawn) | -0.8%
C/C(=N/NC(=O)C1CCCCC1)c1ccc([N+](=O)[O-])cc1 | 11.6%
Cc1ccc(S(=O)(=O)N2CCOCC2)cc1NC(=O)CNCc1cccnc1 | -14.7%[57.5 µM]

Going on with the list.
compound | ERK EGF block
COc1ccc(NC(=O)CSc2nnc(NC(=O)CN3CCOCC3)s2)cc1 | 10.4%
CCCOC(=O)c1c(NC(=O)c2cnn3c2NC(c2ccccc2)CC3C(F)(F)F)sc2c1CCCC2 (stereo not drawn) | -1.9%
O=C(CSc1nc(O)cc(=O)n1-c1ccccc1)Nc1ccc(Br)cn1 | -12.0%
O=C(Cn1c(=O)oc2cc(S(=O)(=O)NCc3ccccc3)ccc21)N1CCCC1 | 0.5%[57.5 µM]
Cc1cc(S(=O)(=O)N(Cc2ccc(C(C)(C)C)cc2)Cc2cccs2)ccc1-n1cnnn1 | -5.7%
CCOC(=O)CCCCC(=O)c1[nH]c(=O)[nH]c1CSc1nc2ccccc2[nH]1 | -3.3%
COc1ccc(Cl)cc1-c1nc(SCC(=O)NC(C)(C)C)n[nH]1 | 2.3%
CC(C)NC(=O)CN(c1cccc([N+](=O)[O-])c1)S(=O)(=O)c1ccccc1 | 6.3%

(next part)
compound | ERK EGF block
C#CCNC(=O)C1=C[C@H](c2csc3ccccc23)C[C@H](OCc2ccc(CO)cc2)O1 | -2.6%[57.5 µM]
C[C@H](NC(=O)c1ccccc1Cl)C(=O)OCC(=O)N1CC2(C)CC1CC(C)(C)C2 (stereo partly drawn) | 25.7%
CCc1cc(-c2[nH]ncc2-c2ccc3c(c2)OCO3)c(O)cc1O | -7.5%[57.5 µM]
NNC(=O)CCn1c2ccccc2c2ccccc21 | -6.5%
CC(=O)Nc1ccc(S(=O)(=O)NCc2ccncc2)cc1 | -0.4%
Cc1ccc(NC(=O)N2CCC(c3ccccc3)C2)cc1C (stereo not drawn) | -1.0%
COc1cc2c(cc1OC)C(C)=NCC2 | -19.3%[57.5 µM]
COc1ccc(S(=O)(=O)N2CCN(C(=O)c3cc(C)oc3C)CC2)cc1 | -5.6%

Carrying on:
compound | ERK EGF block
O=C1CC2c3ccccc3C1C1C(=O)N(CCc3ccccc3)C(=O)C21 (stereo not drawn) | -16.9%
Cc1ccc2c(COC(=O)CC3Sc4ccccc4NC3=O)cc(=O)oc2c1C (stereo not drawn) | -5.8%
O=C(CN1CCCC1)Nc1nnc(-c2cccs2)s1 | 11.3%
CCn1c2ccccc2c2cc(NC(=O)c3ccccc3[N+](=O)[O-])ccc21 | -11.7%
Cc1cccc(CCN(CC(=O)NC2CCCCC2)C(=O)c2csnn2)c1 | 1.6%
Cc1nn2c(nc(N3CCOCC3)c3ccccc32)c1C=C(C#N)C#N | 10.8%
Cn1nnc(NC(=O)CSc2ccc(Cl)cc2)n1 | -1.1%
COc1ccc(/C=C(/C#N)C(=O)Nc2ccccc2C)cc1C(=O)O | 1.3%

Next part
compound | ERK EGF block
Cc1ccccc1Nc1ncnc2c1cnn2Cc1ccccc1 | -14.5%[57.5 µM]
Cc1cc(N)n(-c2ncnc3scc(-c4ccc(Cl)cc4)c23)n1 | 13.9%
N/N=C(/Cc1nc2ccccc2[nH]1)c1ccc([N+](=O)[O-])cc1 | ?
CC(=O)Nc1ccc(NC(=O)C2CCN(C(=O)c3cccs3)CC2)cc1 | 9.0%
Cc1cc2n(c(=O)c1C#N)CCCN2c1cccc(Cl)c1 | 6.4%
Cc1cc(C)c2oc(C(=O)N(Cc3ccccc3)c3ccccn3)cc(=O)c2c1 | -2.1%[57.5 µM]
Cc1cc(=O)n(CCc2ccccc2)c(O)c1C#N | 3.9%
